Screens: PubChem, National Center for Advancing Translational Sciences (NCATS)
HT1080NT lethal: qHTS for induction of synthetic lethality in tumor cells producing 2HG: qHTS for the HT-1080-NT fibrosarcoma cell line; HT-1080-NT fibrosarcoma viability, CellTiter-Glo ATP luminescence, 48 h; actives 1.6% (n = 360,000); Potency, µM (highest dose often 46.1 µM), without a hit: at the highest dose activity, negative = less viability, actives largely listed as cytotoxic;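 note: NT is the 2HG producing partner of a matched IDH1 knockdown line; potency is the fitted concentration of half-maximal effect; 0% = DMSO-treated cells and -100% = media-only wells without cells; nearly all actives have a fitted effect of over 55% in size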
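Viability of the 2HG-overproducing fibrosarcoma line after 48 hours of compound exposure at 37 degrees C was determined by luminescence with CellTiter-Glo, and concentration-effect curves were then fitted and categorized.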
MCF10A rerep: A quantitative high throughput screen for small molecules that induce DNA re-replication in MCF 10a normal breast cells; MCF 10A DNA re-replication, Hoechst nuclear intensity, 48 h; Potency, µM (top dose mostly 46.1 µM), for inactives: at the highest dose activity, positive = re-replication, usual class: activators; actives 2.9% (n = 350,000); note: potency is the fitted concentration of half-maximal effect; % of control where 0% means no effect; nearly all actives have a fitted effect of over 50% in size
ATXN2 expr inh: Primary qHTS for Inhibitors of ATXN expression. actives 0.72% (n = 360,000). HEK-293 ATXN2-luciferase reporter, luminescence, 24 h. AID 1745845, 2022. Potency, µM (highest dose often 57 µM), without a hit: at the top dose activity change, negative = inhibition, usual class: inhibitors; note: potency is the fitted concentration of half-maximal effect; % is set by controls: 0 for no effect and ±100 for the full control effect; nearly all actives have a fitted effect of over 55% in size
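ATXN2-luciferase reporter cells (luciferase flanked by upstream and downstream ATXN2 gene portions) were treated 24 h at 37 °C with compounds at up to 57 uM. SteadyGlo luminescence gave expression; GF-AFC fluorescence gave viability.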
KB-3-1 cytotox: qHTS assay for MDR1-selective chemotherapeutics: Primary screen using the parental adenocarcinoma cell KB-3-1; Potency, µM (top dose mostly 46.1 µM), without a hit: at the highest dose activity change, negative = cytotoxic, usual class: cytotoxic; AID 1347075, 2019; actives 1.4% (n = 400,000); KB-3-1 viability, CellTiter-Glo ATP luminescence, 72 h; note: potency is the fitted concentration of half-maximal effect; % is set by controls: 0 for no effect and ±100 for the full control effect; nearly all actives have a fitted effect of over 60% in size
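KB-3-1 parental drug-naive adenocarcinoma cells in DMEM/10% FBS, incubated 72 h at 37 C with pin-transferred compounds across a concentration series. Viability by CellTiter-Glo luminescence; concentration-response curves fitted after normalization.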
SW480 rereplic: A quantitative high throughput screen for small molecules that induce DNA re-replication in SW480 colon adenocarcinoma cells; SW480 DNA re-replication, Hoechst DNA content imaging, 48 h; Potency, µM (highest dose often 46.1 µM), inactives show at the highest dose re-replication activation, hits mostly activators; actives 1.8% (n = 340,000); AID 624297, 2012; note: potency is the fitted concentration of half-maximal effect; % of control where 0% means no effect; nearly all actives have a fitted effect of over 55% in size
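Image-based read-out: total Hoechst fluorescence of nuclei (405 nm excitation, 500-530 nm emission), with hits raising the fraction of high-intensity nuclei. SW480 colon cells incubated 48 hr with compounds at 37 C.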
IL-1B inflam inh: qHTS for Inhibitors of Inflammasome Signaling: IL-1-beta AlphaLISA Primary Screen; AID 743279, 2014; actives 4.7% (n = 360,000); THP-1 LPS/ATP IL-1B secretion, AlphaLISA, 16 h; active compounds read low; activity change, % at 57.5 µM; in the data active = activity change below about -50%; inconclusive = mostly about -30% to -49%; note: % is set by controls: 0 for no effect and ±100 for the full control effect
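Secreted IL-1B measured by AlphaLISA bead assay after 16 h compound exposure of THP-1 cells; compounds (final up to 57.5 uM) added 1 h before LPS (250 ng/mL) and ATP (1.25 mM) stimulation; lower signal means less secretion.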
S2 tox: Viability Counterscreen for Primary qHTS for Inhibitors of ATXN expression; Potency, µM (highest dose often 56.7 µM), usual class: cytotoxic; S2 cells (HEK-293 line with an ATXN2-luciferase reporter) viability, CellTiter-Fluor protease fluorescence, 24 h; actives 0.49% (n = 400,000); note: potency is the fitted concentration of half-maximal effect; nearly all actives have a fitted effect of over 40% in size
HT1080 IDH1KD tx: qHTS for induction of synthetic lethality in tumor cells producing 2HG: qHTS for the HT-1080-IDH1KD cell line. AID 686971, 2013. Potency, µM (series often up to 46.1 µM), without a hit: at the highest dose activity, negative = toxicity, actives largely listed as cytotoxic. HT-1080 IDH1 knockdown viability, ATP luminescence, 48 h. actives 2% (n = 360,000);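 note: potency is the fitted concentration of half-maximal effect; 0% = DMSO wells and -100% = cell-free medium wells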
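Using the IDH1-knockdown HT-1080 line run in the same batch and compound series as the NT line, viability after 48 h at 37 °C was determined by CellTiter-Glo luminescence and expressed as % activity.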
KB-V1 MDR tox: qHTS assay for MDR1-selective chemotherapeutics: Primary screen using the drug-selected MDR subline cells KB-V1. KB-V1 MDR cells viability, CellTiter-Glo, 72 h. actives 3.4% (n = 400,000). Potency, µM (top dose mostly 46.1 µM), for inactives: top-dose activity change, negative = cytotoxicity, usual class: cytotoxic. AID 1347076, 2019; note: potency is the fitted concentration of half-maximal effect; % is set by controls: 0 for no effect and ±100 for the full control effect; nearly all actives have a fitted effect of over 60% in size
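Potencies derive from concentration-effect curves fitted to normalized luminescence (CellTiter-Glo) of KB-V1 cells treated for 72 h at 37 degrees C in phenol-red-free DMEM containing 10% FBS.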
* marks the source's active call; other numbers are inactive results; i = inactive; ? = inconclusive; · = not tested or not shown; [ ] = dose if it differs, or a comment. Unless noted, calls come from the whole dose curve; as a rule, active = well fitted curve in the direction sought with a large enough effect; inconclusive = small, poorly fitted or top-dose-only effect, or another doubt; inactive = no such curve, though single readings can be large; an effect the other way counts as inactive or inconclusive.

cpd	canonical_smiles	HT1080NT lethal	MCF10A rerep	ATXN2 expr inh	KB-3-1 cytotox	SW480 rereplic
1	Cc1ccccc1OCc1nnc(SC(C)C(=O)O)n1Cc1ccccc1 (stereo not drawn)	13%	-14%	4%	-1%	?
2	O=C(Nc1ccc(C(=O)O)cc1)/C(=C\c1ccccc1)NC(=O)c1ccc(Br)cc1	5%	2%	9%	9%	2%
3	CN1CCN(C(c2ccc(F)cc2)c2nnnn2Cc2cccs2)CC1 (stereo not drawn)	-1%	?	1%	-2%	-1%[9.22 µM]
4	Cc1cc(C)cc(OCc2nnc(SCC(=O)c3ccc(Br)cc3)o2)c1	-5%	?	-18%	0%	2%
5	Cc1c(C(=O)OCC(=O)N2CCCC2=O)oc2ccccc12	16%	1%	0%	10%	-45%[inhibitor]
6	COc1cccc(C(=O)COc2ccc(NC(=O)c3cccs3)cc2)c1	-2%	?	4%	·	0%
7	CCCCNC(=O)C[C@@H]1C[C@@]2(C(=O)OCC)CCCC=C2N(Cc2ccco2)C1=O	11%	·	2%	4%	·
8	CC(C)CN(C(=O)CSc1ncnc2ccccc12)C1CCS(=O)(=O)C1 (stereo not drawn)	5%	-2%	-15%	18%	-8%
9	CCC(Cc1ccccc1)NC(=O)CCNS(=O)(=O)c1cc(Br)cnc1N (stereo not drawn)	-3%	6%	13%	-6%	14%
10	CN(C(=O)c1cccs1)c1ccc(OCC(=O)N2CCC(C(N)=O)CC2)cc1	?	-2%	-25%	-12%	-34%[inhibitor]
11	Cn1nc(-c2ccc(OCC(=O)Nc3cccc(C(F)(F)F)c3)cc2)c2ccccc2c1=O	·	·	-7%	1%	·
12	CCOC(=O)C1CCN(S(=O)(=O)c2cc(C(=O)N3CCCCC3)ccc2OC)CC1	0%	7%	9%	-16%	-2%
13	CC(=O)N1CCN(Cc2ccc(Br)s2)CC1	21%	-18%	2%	0%	-3%
14	CN1CCC(N(C)S(=O)(=O)c2ccc(NC(=O)COc3cccc(Cl)c3)cc2)CC1	-5%	?	-11%	-16%	16%
15	CC(Oc1ccccc1)C(=O)N1CCC2(CC1)Oc1ccc(F)cc1C(=O)C21CC(c2cccnc2)=NO1 (stereo not drawn)	?	-24%	-23%	?	116%

cpd	IL-1B inflam inh	S2 tox	HT1080 IDH1KD tx	KB-V1 MDR tox
1	4	i	18%	5%
2	-1	i	6%	3%
3	?	i	0%	-15%
4	-3	i	-7%	0%
5	17	i	1%	14%
6	-7	i	-16%	·
7	0	i	14%	?
8	-29	?	-4%	4%
9	-20	i	-2%	?
10	24	i	-4%	16%
11	·	?	·	1%
12	0	i	4%	?
13	1	i	1%	-3%
14	-27	i	-18%	-14%
15	-19	i	-24%	0%

Carrying on:
cpd	canonical_smiles	HT1080NT lethal	MCF10A rerep	ATXN2 expr inh	KB-3-1 cytotox	SW480 rereplic
16	COC(=O)[C@H](CC(C)C)NC(=O)Cn1cnc2c(SC)nc(N)nc21	4%	-1%	-12%	0%	?
17	CC(C)CC(NC(=O)C1CCC(C)CC1)C(=O)NCc1cccnc1 (stereo not drawn)	4%	1%	-3%	17%	0%
18	S=C(c1ccc(Cl)cc1)N1CCN(Cc2ccccc2)CC1	-3%	29%	-19%	10%	-10%
19	COc1ccccc1C(=O)NCCC(=O)N1CCN(C(C)=O)CC1	-4%	1%	8%	-1%	-1%
20	Cc1ccc(OCCNC(=O)c2ccc(COc3ccccc3)o2)cc1	-2%	8%	0%	1%	-13%
21	Cc1ccc(S(=O)(=O)N2CCOCC2)cc1NC(=O)Cn1cc(C(F)(F)F)cc(Cl)c1=O	10%	2%	-2%	-13%	-69%[inhibitor]
22	COc1ccc(C(C(=O)NC2CCCC2)N(C(=O)c2ccoc2C)c2ccccc2)cc1 (stereo not drawn)	-18%	?	·	6%	-11%
23	Cc1cc(C)n(CCC(=O)N/N=C/c2ccc(O)cc2)n1	0%	-6%	-24%	-3%	-8%
24	COc1cc2[nH]c(=S)nc(NCc3ccccn3)c2cc1OC	-9%	0%	-26%	?	19%
25	CCN1CCN(Cc2oc(CO)cc(=O)c2O)CC1	0%	-2%	-4%	0%	-15%
26	COc1ccc(N2CCN(C(=O)Cc3ccc(S(=O)(=O)N4CCOCC4)s3)CC2)cc1	9%	19%	-15%	11%	2%
27	CCNS(=O)(=O)c1ccc(CCC(=O)N2CCc3ccccc3C2)cc1	8%	20%	0%	11%	13%
28	CCc1ccc(C2C(C(=O)Nc3ccccc3C)=C(C)Nc3nc(SCc4cccc(OC)c4)nn32)cc1 (stereo not drawn)	·	·	10%	0%	·
29	CCCC(=O)c1c(C)c2ccccc2n1C	6%	10%	5%	11%	-3%
30	Cc1cc2cccc(C)c2nc1SCC(=O)NNC(=O)c1ccco1	0%	1%	-6%	15%	-5%

cpd	IL-1B inflam inh	S2 tox	HT1080 IDH1KD tx	KB-V1 MDR tox
16	92	i	1%	0%
17	-9	i	0%	18µM*
18	-9	i	2%	-23%
19	-11	i	22%	0%
20	-1	i	-15%	?
21	-2	i	15%	?
22	-3	i	-1%	-12%
23	-4	i	5%	17%
24	0	i	13%	-1%
25	-26	i	-4%	0%
26	54	i	8%	?
27	0	·	1%	-6%
28	·	i	·	-14%
29	-12	?	15%	6%
30	-9	i	2%	-15%

The results go on:
cpd	canonical_smiles	HT1080NT lethal	MCF10A rerep	ATXN2 expr inh	KB-3-1 cytotox	SW480 rereplic
31	COc1ccc([N+](=O)[O-])cc1N(CC1CO1)S(=O)(=O)c1ccc(C)cc1 (stereo not drawn)	?	?	25%	?	8%
32	NC(=NCCc1c[nH]c2ccccc12)NS(=O)(=O)c1ccc2ccccc2c1	-26%	?	0%	-14%	6%
33	Cc1cccc(N2CCN(CC(=O)NCc3ccccc3)CC2)c1C	-2%	1%	·	-9%	2%
34	CCCOc1ccc(C2c3c(oc4cc(C)c(C)cc4c3=O)C(=O)N2CCCN2CCOCC2)cc1 (stereo not drawn)	-3%	1%	0%	-1%	-1%
35	CC(C)Oc1cc(NC(=O)CSCC(=O)Nc2cccc(C(F)(F)F)c2)c(Cl)cc1Cl	-20%	3%	?	4%	?
36	CCCn1c(C)cc(C(=O)CSc2nc3nc(C)cc(C)n3n2)c1C	4%	8%	2%	-4%	-5%
37	O=C(Nc1cccc([N+](=O)[O-])c1)Nc1ccc2c(c1)CCC2	-21%	16%	-20%	?	28%
38	Cc1ccc(Cn2c(CN3CCC(C(=O)NCc4ccccc4C)CC3)cc3ccccc32)cc1	·	·	-2%	3%	·
39	CCN1CCN(CCCCOc2ccccc2F)CC1	17%	11%	1%	-4%	0%
40	CCn1cnc2c1c(=O)n(CC(=O)OC)c(=O)n2Cc1ccccc1	10%	-1%	5%	-6%	-11%
41	CC(CN(C)Cc1ccccc1)OC(=O)c1cccs1 (stereo not drawn)	20%	3%	3%	2%	2%
42	CC(C)Cn1c(N)c(S(=O)(=O)c2cccs2)c2nc3ccccc3nc21	-4%	29%	-4%	?	4%
43	CC1(C(=O)Nc2cccc(S(=O)(=O)N3CCOCC3)c2)Cc2ccccc2C(=O)O1 (stereo not drawn)	-7%	13%	·	1%	2%
44	Cc1cccc(C)c1NC(=O)C1CCN(S(=O)(=O)c2cccc3nsnc23)CC1	·	·	-1%	13%	·
45	COc1ccccc1C1C(C(C)=O)=C(C)N=c2s/c(=C\c3cc(OC)c(OC)c(OC)c3)c(=O)n21 (stereo not drawn)	-7%	18%	2%	-2%	-21%
46	COc1ccccc1-c1cc(N)n[nH]1	4%	-3%	1%	15%	0%

cpd	IL-1B inflam inh	S2 tox	HT1080 IDH1KD tx	KB-V1 MDR tox
31	-23	i	?	-12%
32	?	i	-28%	0%
33	-13	i	-3%	-11%
34	1	i	-2%	-4%
35	-8	?	?	13µM*
36	-9	?	2%	6.5µM*
37	?	i	?	23µM*
38	·	i	·	-3%
39	21	i	1%	?
40	-7	i	13%	0%
41	8	i	0%	-15%
42	?	i	-10%	?
43	-9	i	-5%	0%
44	·	i	·	11%
45	9	i	-7%	?
46	30	i	-16%	2%

In a second layout: results already given
item | canonical_smiles | HT1080NT lethal | MCF10A rerep | ATXN2 expr inh | KB-3-1 cytotox | SW480 rereplic | IL-1B inflam inh | S2 tox | HT1080 IDH1KD tx | KB-V1 MDR tox
35 | CC(C)Oc1cc(NC(=O)CSCC(=O)Nc2cccc(C(F)(F)F)c2)c(Cl)cc1Cl | -20% | 3% | ? | 4% | ? | -8 | ? | ? | 13µM*
14 | CN1CCC(N(C)S(=O)(=O)c2ccc(NC(=O)COc3cccc(Cl)c3)cc2)CC1 | -5% | ? | -11% | -16% | 16% | -27 | i | -18% | -14%
31 | COc1ccc([N+](=O)[O-])cc1N(CC1CO1)S(=O)(=O)c1ccc(C)cc1 (stereo not drawn) | ? | ? | 25% | ? | 8% | -23 | i | ? | -12%
36 | CCCn1c(C)cc(C(=O)CSc2nc3nc(C)cc(C)n3n2)c1C | 4% | 8% | 2% | -4% | -5% | -9 | ? | 2% | 6.5µM*
44 | Cc1cccc(C)c1NC(=O)C1CCN(S(=O)(=O)c2cccc3nsnc23)CC1 | · | · | -1% | 13% | · | · | i | · | 11%
